# M1 ag parental: counter-screen for M1 agonists: effect in parental CHO-K1 cells; AID 602248, 2012; actives 0.48% (n = 360,000); Fluo-8 calcium fluorescence; scaled to maximal ATP response, vehicle zero; activation, % at 3 µM; in the data active = activation above about 15%;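 also: untransfected CHO-K1 host cells lacking M1 receptor as counterscreen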
# CHO-K1 Ca PAM: nonselective calcium activators in parental CHO-K1 cells, primary screen, counter-screen for M1 PAM project, cell-based, Fluo-8 calcium fluorescence, full deck, 1536-well; activation, % at 3 µM; ATP EC20; 0% at ATP EC20, 100% at ATP max; actives 0.02% (n = 360,000);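 active = activation above the run cutoff, the mean activation of all test compounds plus 3 SD, cut at about 40% in these data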;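 also: peak over basal fluorescence ratio in a 140 s read after ATP addition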
# OXTR agonist: human OXTR agonists, primary screen, fluorescence, CHO-OTR cells, Fluo-8 calcium | actives 0.32% (n = 320,000) | Fluo-8 calcium fluorescence; normalized: DMSO 0%, oxytocin 100% | activation, % at 3 µM | Oxytocin receptor (Homo sapiens), P30559 | AID 2435, 2010;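 active = activation above the mean of all tested compounds plus 3 SD, cutoff set per screening run, cut at about 20% in these data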;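 also: peak over basal fluorescence ratio from a 100 s FLIPR kinetic read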
# V1aR counter: agonists of human V1a receptor, primary screen, counter-screen for OXTR agonist project, fluorescence, CHO-V1R cells; Vasopressin V1a receptor (Homo sapiens), P37288; Fluo-8 calcium fluorescence, agonist mode; 0% DMSO, 100% 3 nM vasopressin; AID 2797, 2010; actives 0.25% (n = 320,000); activation, % at 3 µM;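 active = activation above the mean activation of all tested compounds plus 3 SD, per screening run, cut at about 20% in these data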;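 also: signal is peak over basal fluorescence ratio across a 100 second FLIPR read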
# Target sequence (P37288 whole entry, looked up): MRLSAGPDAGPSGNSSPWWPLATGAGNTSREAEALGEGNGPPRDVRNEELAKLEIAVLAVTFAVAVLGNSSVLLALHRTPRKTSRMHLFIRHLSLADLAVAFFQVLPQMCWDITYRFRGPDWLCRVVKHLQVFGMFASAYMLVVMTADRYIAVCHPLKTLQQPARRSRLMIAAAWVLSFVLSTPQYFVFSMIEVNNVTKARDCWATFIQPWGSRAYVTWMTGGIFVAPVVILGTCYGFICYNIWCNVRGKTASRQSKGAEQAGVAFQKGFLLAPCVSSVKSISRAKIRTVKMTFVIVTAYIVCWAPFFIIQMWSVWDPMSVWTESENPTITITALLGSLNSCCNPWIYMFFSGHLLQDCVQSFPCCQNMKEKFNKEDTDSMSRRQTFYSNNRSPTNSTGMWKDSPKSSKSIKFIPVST
# GPR7 antag: GPR7 receptor antagonists, primary screen, cell-based, fluorescence, single concentration; Neuropeptides B/W receptor type 1 (Homo sapiens), P48145; GPR7-expressing cells, fluorescence antagonist assay; inhibition, % at 4.4 µM; actives 1.1% (n = 290,000); AID 1861, 2009; in the data active = inhibition above about 16%, passing the limit was not always enough;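 also: cells stimulated with the agonist NPW; 0% = agonist with vehicle and 100% = vehicle without agonist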
# Target sequence (P48145 whole entry, looked up): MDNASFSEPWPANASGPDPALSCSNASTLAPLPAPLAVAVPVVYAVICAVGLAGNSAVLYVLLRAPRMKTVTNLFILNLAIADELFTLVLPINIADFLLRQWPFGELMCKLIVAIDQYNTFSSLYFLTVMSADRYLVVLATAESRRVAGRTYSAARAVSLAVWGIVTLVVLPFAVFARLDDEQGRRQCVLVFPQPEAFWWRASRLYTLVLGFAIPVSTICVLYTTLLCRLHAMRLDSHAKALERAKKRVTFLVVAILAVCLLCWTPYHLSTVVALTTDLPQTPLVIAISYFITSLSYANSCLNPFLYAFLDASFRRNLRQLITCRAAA
# TAAR1 antagonist: human TAAR1 antagonists, primary screen, Fluo-8 calcium fluorescence, CHO RD-HGA16 cells; antagonist; inhibition, % at 3 µM; actives 1.5% (n = 360,000); AID 624466, 2012;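 active = inhibition above a per-plate cutoff, the mean inhibition of test compounds on that plate plus 3 SD, cut at about 49% in these data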;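 also: 0% = DMSO plus EC80 beta-PEA response and 100% = DMSO alone without agonist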
#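 Material: CHO RD-HGA16 cells bearing hTAAR1; compound dosing: one-point dosing, 3 µM nominal final; schedule: dye loading 75 min at 37 °C, then 30 min room temperature; measured by: calcium fluorescence with Fluo-8; control set: vehicle and agonist controls; replication: n of 1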
# CHO parental Ca: ATP-evoked calcium signal inhibitors, parental CHO, primary screen, counter-screen for OX1R antagonist project, cell-based, fluorescence, Fluo-8 calcium dye. parental CHO-K1, ATP-induced calcium, Fluo-8 fluorescence. inhibition, % at 5.6 µM. actives 0.63% (n = 330,000). AID 463079, 2010;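 active = inhibition above that plate's mean sample inhibition plus 3 SD, cut at about 26% in these data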;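 also: 0% = ATP-challenged DMSO wells and 100% = DMSO wells without ATP; some compounds past the cut are filed as inactive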
#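 Test system: untransfected parental CHO cell line. Compound: one dose, 5.6 µM nominal. Detection: intracellular calcium via Fluo-8 no-wash fluorescent dye. Measure: % inhibition. Benchmarks: ATP-challenged DMSO wells low, unchallenged DMSO wells high.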
# OXTR potentiate: human OXTR potentiators, primary screen, fluorescence, CHO-OTR cells, Fluo-8 calcium | Fluo-8 calcium fluorescence, potentiator mode; 0% = oxytocin EC15, 100% = EC100 | activation, % at 3 µM | actives 0.061% (n = 320,000);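 active = activation above that plate's cutoff, the mean activation of tested compounds plus 3 SD, cut at about 6.6% in these data, passing the limit was not always enough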;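 also: 100% uses oxytocin at 75 nM as the full agonist control; some results filed as inactive read as strong as hits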
#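 System: human OTR in CHO cells / Also added: sub-maximal oxytocin, roughly EC15 / Control set: EC15 oxytocin low, 75 nM oxytocin high / Schedule: 6 min compound pre-incubation at room temperature, 100 s kinetic read / Compound: single-point 3.0 µM / Replication: singlicate / Technique: Fluo-8 calcium dye fluorescence / Read-out basis: % activation of max/min ratio relative to oxytocin controls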
# CHO-K1 Ca antag: M1 antagonist counterscreen hit in parental CHO-K1 cells | actives 0.6% (n = 360,000) | AID 602250 | ATP-induced calcium, Fluo-8 fluorescence | inhibition, % at 3 µM;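 active = inhibition above a per-plate cutoff, the plate's mean sample inhibition plus 3 SD, cut at about 24% in these data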;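 also: 0% = DMSO plus EC80 ATP and 100% = DMSO alone without ATP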
# Starred values were filed as active, the others as inactive; x = no result given.
no.	molecule	M1 ag parental	CHO-K1 Ca PAM	OXTR agonist	V1aR counter	GPR7 antag
1	Cc1cccc(S(=O)(=O)N/N=c2\sc3ccccc3n2C)c1	0.2	-14	0.8	0.6	-11
2	COC(=O)c1cc2sc(Cl)cc2n1CC(=O)Nc1ccc(OC)c(OC)c1OC	1.4	-10	11	5.5	2
3	Cc1ccccc1NC(=O)c1csc2c1CCCC2	-0.1	26	-1.8	-1.4	0
4	COc1ccc(CCN(C)C2CCCN(S(=O)(=O)c3ccccc3F)C2)cc1OC (stereo not drawn)	6.0	14	x	x	0
5	CCOc1cc(/C=C2\C(=O)NN(c3ccccc3)C2=O)cc([N+](=O)[O-])c1O	-0.4	13	-0.6	-1.2	-3
6	COc1cccc(CN(CC(=O)NCc2ccccc2)C(=O)c2csnn2)c1	0.9	3	0.8	-0.7	3
7	COc1cccc(Nc2nc(NCCO)nc(N3CCCC3)n2)c1	0.2	3	-1.2	-1.1	x
8	Cc1ccc(CN=c2c([N+](=O)[O-])nn(-c3ccc(Cl)cc3)n2O)cc1	0.2	13	-2.7	-1.0	7

no.	TAAR1 antagonist	CHO parental Ca	OXTR potentiate	CHO-K1 Ca antag
1	-8	-7	2	3
2	-8	1	-12	4
3	-19	-10	-2	-14
4	-22	x	x	-6
5	-5	-6	4	0
6	-11	-21	-3	-5
7	-4	-16	1	-1
8	2	-6	-11	-12

# Remaining list, next part
no.	molecule	M1 ag parental	CHO-K1 Ca PAM	OXTR agonist	V1aR counter	GPR7 antag
9	Cc1ccn(CC(=O)N2CCCC(Nc3ccc(F)c(F)c3)C2)n1 (stereo not drawn)	0.3	-1	-0.5	0.7	-1
10	Cc1ccsc1/C=N/NC(=O)c1nnn(-c2nonc2N)c1-c1ccccc1	4.1	-26	2.9	6.1	-6
11	COc1ccc(CNC(=O)CCC(=O)Nc2nnc(CC(C)C)s2)cc1	0.5	13	-0.8	0.7	0
12	Cc1ccsc1-c1nc(CSCC(=O)NCCN2CCCC2)c(C)o1	0.2	4	-0.1	-0.8	0
13	COc1cc(OC)c2c(-c3ccccc3)cc(=O)oc2c1C(CCN1CCOCC1)c1ccc(N(C)C)cc1 (stereo not drawn)	1.3	23	x	x	x
14	CC(CCc1ccccc1)N(C)CC(O)c1cccc([N+](=O)[O-])c1 (stereo not drawn)	2.6	20	1.8	0.8	-4
15	COc1ccc(NC(=O)CCNS(=O)(=O)c2ccc3c(c2)CC(C)N3C(=O)C2CC2)cc1 (stereo not drawn)	4.6	15	3.4	6.1	3
16	CCOC(=O)c1cc(C(=O)n2cc(Cl)cn2)nn1C	0.3	26	0.1	0.8	-4

no.	TAAR1 antagonist	CHO parental Ca	OXTR potentiate	CHO-K1 Ca antag
9	-53	-7	-4	-7
10	8	5	-13	-7
11	-31	-22	-3	-10
12	12	-25	-3	-5
13	-5	-19	x	-11
14	-2	-17	-3	-13
15	-4	-11	-6	-11
16	-18	1	-2	-14

# (cont.)
no.	molecule	M1 ag parental	CHO-K1 Ca PAM	OXTR agonist	V1aR counter	GPR7 antag
17	CSc1ccccc1C(=O)OCC(=O)N1CCCCCC1	-0.3	-15	0.6	0.5	x
18	COc1ccc(COC(=O)Nc2cc3c(C(F)(F)F)nn(C)c3s2)cc1	0.4	12	-0.2	-0.1	-19
19	CCc1cc2c(N[C@@H](C)C(=O)O)ncnc2s1	1.1	16	0.0	0.1	-3
20	COc1ccc(-c2sc(NC(C)=O)nc2-c2ccccc2)cc1	-0.3	-11	-1.4	0.0	-17
21	COc1cc(OC)cc(C(=O)N[C@H](C(=O)OCC(=O)Nc2sccc2C#N)C(C)C)c1	1.8	23	0.2	-0.6	7
22	CCOC(=O)C1=C(C)Nc2nc(C)nn2C1c1cc(OC)ccc1OC (stereo not drawn)	0.7	3	0.0	0.1	13
23	Cc1ccc(C(=O)NCCOc2cccc3cccnc23)cc1Cl	2.0	26	-1.5	-0.4	-15
24	S=C(Nc1ccccc1)Nc1ccccc1-n1cccc1	1.7	18	x	x	4

no.	TAAR1 antagonist	CHO parental Ca	OXTR potentiate	CHO-K1 Ca antag
17	8	3	-2	8
18	21	-1	2	-4
19	1	-4	-12	-8
20	-17	-17	-8	18
21	28	-15	-8	-14
22	-2	-6	0	-6
23	-23	-20	-14	-3
24	-36	x	x	-9

# Continued.
no.	molecule	M1 ag parental	CHO-K1 Ca PAM	OXTR agonist	V1aR counter	GPR7 antag
25	CC1=C(C(=O)N(C)C)CC(CC(=O)NCC2CCCCC2)C(=O)N1CCC1=CCCCC1 (stereo not drawn)	1.0	0	x	x	x
26	C=CCN(C(=O)CCC(=O)Nc1cc(C)on1)C(C(=O)NC1CCCC1)c1ccc(OC)cc1OC (stereo not drawn)	0.0	12	-0.8	-0.3	4
27	CC(=O)NCCNc1nc2cc(-c3ccc(C)cc3)sc2c(=O)n1C	0.7	16	x	x	x
28	COCCN(C(=O)CSc1nc(N)cc(=O)[nH]1)c1c(N)n(Cc2ccccc2)c(=O)[nH]c1=O	0.0	-1	-0.3	0.1	x
29	O=C(CCS(=O)(=O)Cc1ccc(Cl)cc1)NCCc1ccccc1	0.6	16	-1.2	1.4	-8
30	Cc1ccccc1C(=O)NC(=S)N(Cc1ccccc1)c1ccccn1	0.3	-7	0.4	0.5	x
31	CC(NC(=O)c1cc(Br)ccc1Cl)c1ccccc1 (stereo not drawn)	0.0	4	-0.2	-1.2	16
32	O=C(CCNC(=O)c1ccc([N+](=O)[O-])cc1)NCc1ccccc1	5.1	6	x	x	x

no.	TAAR1 antagonist	CHO parental Ca	OXTR potentiate	CHO-K1 Ca antag
25	-36	x	x	21
26	9	-21	-9	-13
27	2	x	x	-14
28	-3	3	-2	12
29	0	-9	-2	-12
30	10	5	-7	-11
31	-6	-13	-2	-2
32	9	x	x	0

# Arranged by molecular weight (low to high): part of the list above
no.	molecule	M1 ag parental	CHO-K1 Ca PAM	OXTR agonist	V1aR counter	GPR7 antag
24	S=C(Nc1ccccc1)Nc1ccccc1-n1cccc1	1.7	18	x	x	4
32	O=C(CCNC(=O)c1ccc([N+](=O)[O-])cc1)NCc1ccccc1	5.1	6	x	x	x
31	CC(NC(=O)c1cc(Br)ccc1Cl)c1ccccc1 (stereo not drawn)	0.0	4	-0.2	-1.2	16
27	CC(=O)NCCNc1nc2cc(-c3ccc(C)cc3)sc2c(=O)n1C	0.7	16	x	x	x
29	O=C(CCS(=O)(=O)Cc1ccc(Cl)cc1)NCCc1ccccc1	0.6	16	-1.2	1.4	-8
25	CC1=C(C(=O)N(C)C)CC(CC(=O)NCC2CCCCC2)C(=O)N1CCC1=CCCCC1 (stereo not drawn)	1.0	0	x	x	x
28	COCCN(C(=O)CSc1nc(N)cc(=O)[nH]1)c1c(N)n(Cc2ccccc2)c(=O)[nH]c1=O	0.0	-1	-0.3	0.1	x
26	C=CCN(C(=O)CCC(=O)Nc1cc(C)on1)C(C(=O)NC1CCCC1)c1ccc(OC)cc1OC (stereo not drawn)	0.0	12	-0.8	-0.3	4

no.	TAAR1 antagonist	CHO parental Ca	OXTR potentiate	CHO-K1 Ca antag
24	-36	x	x	-9
32	9	x	x	0
31	-6	-13	-2	-2
27	2	x	x	-14
29	0	-9	-2	-12
25	-36	x	x	21
28	-3	3	-2	12
26	9	-21	-9	-13

# Further entries:
no.	molecule	M1 ag parental	CHO-K1 Ca PAM	OXTR agonist	V1aR counter	GPR7 antag
33	CC(=O)Nc1ccc(S(=O)(=O)Nc2cccc(-c3csc(C)n3)c2)cc1	9.9	10	5.6	5.5	-6
34	C=CCn1c(CNC(=O)c2ccco2)nnc1SCC(=O)Nc1cccc(Br)c1	1.7	19	-1.3	1.1	9
35	CCC(C)N(CCNC(=O)c1ccc2c(c1)NC(=O)c1ccccc1S2)C1CCCCC1 (stereo not drawn)	6.6	9	12	13	15
36	Cc1cccc(NC(=O)C2CCCN2C(=O)Oc2ccccc2)c1C (stereo not drawn)	0.3	18	-0.8	-1.4	-5
37	O=C(NCCN1CCC(n2c(=O)[nH]c3ccccc32)CC1)c1ccc(Cl)c(Cl)c1	5.9	18	x	x	x
38	O=C(COc1ccccc1/C=C1/NC(=O)NC1=O)Nc1ccccc1	1.5	18	-1.3	-0.1	0
39	CN(CCc1nc2ccc(Cl)cc2[nH]1)Cc1nc(CC2CC2)no1	0.5	-7	0.4	0.3	-5
40	C=CCn1c(SCC(=O)Nc2ccc(Cl)cn2)nnc1C1CC1	0.5	8	-1.0	1.2	-6

no.	TAAR1 antagonist	CHO parental Ca	OXTR potentiate	CHO-K1 Ca antag
33	20	5	-8	-2
34	-2	-8	-2	-9
35	4	-6	-14	-9
36	1	-1	0	-7
37	10	x	x	-13
38	18	-7	0	-10
39	-21	-10	-1	-1
40	-23	-9	-9	-8

# More records
no.	molecule	M1 ag parental	CHO-K1 Ca PAM	OXTR agonist	V1aR counter	GPR7 antag
41	COc1ccc(N2C(=S)N=C(Nc3ccccc3)C23CCCCC3)cc1	0.3	11	-1.9	-1.1	-7
42	CCCn1nnnc1SCC(=O)NCc1cccs1	4.9	9	0.6	-0.2	8
43	N#C/C(=N\Nc1ccc(Cl)cc1)C(=O)c1ccsc1	13	-3	12	8.2	-10
44	CSc1ccc(CCNC(=O)c2ccc(CS(=O)Cc3ccc(Cl)cc3)o2)cc1 (stereo not drawn)	9.4	8	8.4	8.9	14
45	Cc1ccc(C(=O)NNC(=O)CCCCC(=O)NNC(=O)c2ccc(C)cc2)cc1	0.3	11	1.1	2.0	-4

no.	TAAR1 antagonist	CHO parental Ca	OXTR potentiate	CHO-K1 Ca antag
41	-33	2	-1	-5
42	14	-14	5	11
43	-26	15	-15	24*
44	53*	-23	-15	-11
45	3	-4	3	15

# Compound activity as filed in PubChem BioAssay.
